# Screens deposited in PubChem BioAssay by several laboratories.
# DUSP3 inh = blocks human VHR1 dual specificity phosphatase; P51452; inhibition, % at 13.3 µM; AID 1654; 290,000 tested, 0.52% active; recombinant VHR phosphatase, pNPP absorbance; in the data active means inhibition above about 50%; further: some compounds called inactive have numbers as strong as hits
# Target sequence (P51452 whole entry, looked up): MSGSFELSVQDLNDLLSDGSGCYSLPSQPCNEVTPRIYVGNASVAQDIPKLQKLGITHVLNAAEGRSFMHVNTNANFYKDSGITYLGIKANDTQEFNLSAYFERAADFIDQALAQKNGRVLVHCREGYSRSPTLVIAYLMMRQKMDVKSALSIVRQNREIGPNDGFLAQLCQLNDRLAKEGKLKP
# Mtb FBA inh = inhibitors of M. tuberculosis fructose-bisphosphate aldolase; 360,000 tested, 2.3% active; AID 588726; inhibition, % at 1 µM; purified M. tuberculosis FBA, fluorescence read-out; in the data active means inhibition above about 27%;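 further: 0% = vehicle and 100% = reference inhibitor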
# Rv3671c protease = Rv3671c (M. tuberculosis) protease inhibition; AID 2606; P9WHR9; inhibition, % at 5.96 µM; 320,000 tested, 0.048% active; in the data active means inhibition above about 38%;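 further: extracellular domain of Rv3671c used as enzyme; 0% = enzyme with DMSO and 100% = no enzyme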
# Target sequence (P9WHR9 whole entry, looked up, the tested form may be a part): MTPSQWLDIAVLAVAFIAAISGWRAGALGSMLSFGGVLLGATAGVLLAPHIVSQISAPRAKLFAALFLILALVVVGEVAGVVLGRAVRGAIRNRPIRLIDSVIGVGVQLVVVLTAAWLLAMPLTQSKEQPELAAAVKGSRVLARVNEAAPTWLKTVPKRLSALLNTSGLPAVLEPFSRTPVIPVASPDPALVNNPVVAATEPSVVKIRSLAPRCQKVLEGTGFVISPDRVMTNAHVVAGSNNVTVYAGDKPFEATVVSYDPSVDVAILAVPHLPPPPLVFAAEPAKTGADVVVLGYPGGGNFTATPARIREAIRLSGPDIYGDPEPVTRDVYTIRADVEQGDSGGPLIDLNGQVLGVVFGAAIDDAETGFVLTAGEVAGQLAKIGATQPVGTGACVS
# MazF activator = activators of E. coli MazEF toxin-antitoxin RNase | P0AE70 | FAM/BHQ RNA-DNA oligo cleavage fluorescence, 5 h | activation, % at 20 µM | 350,000 tested, 0.32% active; in the data active means activation above about 50%
# Target sequence (P0AE70 whole entry, looked up): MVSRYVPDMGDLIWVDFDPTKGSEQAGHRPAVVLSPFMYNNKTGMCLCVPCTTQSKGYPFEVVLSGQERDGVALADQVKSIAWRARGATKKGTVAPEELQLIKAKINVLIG
# Mtb BioA inh = blocks M. tuberculosis BioA enzyme activity; inhibition, % at 9.99 µM; 360,000 tested, 0.096% active; purified M. tuberculosis BioA enzyme, plate reader; AID 602481; in the data active means inhibition above about 40%; inconclusive means no clear call, values can overlap the other calls
# GDH-TPI inh = GDH-TPI coupled enzyme inhibition counter-screen. GDH-TPI coupled enzyme counterscreen, NADH absorbance. inhibition, % at 4.8 µM. 360,000 tested, 1.2% active;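 further: 0% = DMSO wells and 100% = wells lacking the enzyme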
# Mtb UGM inh = inhibitors of M. tuberculosis UDP-galactopyranose mutase; 320,000 tested, 0.06% active; inhibition, % at 10 µM; P9WIQ1; purified UGM, fluorescence polarization probe displacement; AID 504406; in the data active means inhibition above about 10%, passing the limit was not always enough; inconclusive means no clear call, values can overlap the other calls
# Target sequence (P9WIQ1 whole entry, looked up): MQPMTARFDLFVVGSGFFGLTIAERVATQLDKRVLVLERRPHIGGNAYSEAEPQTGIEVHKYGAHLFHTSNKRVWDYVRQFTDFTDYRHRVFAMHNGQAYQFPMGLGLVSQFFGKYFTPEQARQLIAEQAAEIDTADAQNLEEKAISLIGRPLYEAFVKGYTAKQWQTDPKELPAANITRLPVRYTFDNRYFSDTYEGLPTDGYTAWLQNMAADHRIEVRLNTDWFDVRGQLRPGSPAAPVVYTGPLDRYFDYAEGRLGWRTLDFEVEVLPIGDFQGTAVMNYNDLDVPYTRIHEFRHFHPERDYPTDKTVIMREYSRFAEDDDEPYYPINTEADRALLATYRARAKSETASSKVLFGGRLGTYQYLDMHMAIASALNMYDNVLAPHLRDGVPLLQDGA
# FadD28 FP inh = inhibitors of Mycobacterium tuberculosis FadD28 bisubstrate binding | inhibition, % at 12.5 µM | 360,000 tested, 0.22% active | FadD28 bisubstrate probe binding, fluorescence polarization; in the data active means inhibition above about 8.5%, passing the limit was not always enough; inconclusive means no clear call, values can overlap the other calls
# CCHF vOTU inh = blocks the CCHF virus ovarian tumor domain protease | inhibition, % at 11.5 µM | CCHFV vOTU protease, Pep-AMC fluorescence | 370,000 tested, 0.55% active; further: 0% = vehicle wells with enzyme and 100% = no enzyme wells
# BoNT-F LC inh = blocks Botulinum neurotoxin F light chain protease | Multiplex microsphere protease cleavage assay, flow cytometry | inhibition, % at 10 µM | 360,000 tested, 0.22% active | AID 588497; in the data active means inhibition above about 35%, passing the limit was not always enough; inconclusive means no clear call, values can overlap the other calls; further: plate controls were buffer without enzyme for full effect and enzyme alone for no effect
# Numbers without * were called inactive; ? = inconclusive; . = not tested or not shown; & = joins results of further samples. Unless noted, no stated cut-off is given here; in the data, active means inhibition above about 30%; inactive means the rest.
SMILES,DUSP3 inh,Mtb FBA inh,Rv3671c protease,MazF activator,Mtb BioA inh,GDH-TPI inh,Mtb UGM inh,FadD28 FP inh,CCHF vOTU inh,BoNT-F LC inh
COc1ccc(CCC(=O)OCC(=O)NCc2ccc(OC)c(OC)c2)cc1OC,.,2,11,-1,-0.2,-4,0.2,-1.0,-7,.
O=C(NCC1CCCO1)C(c1cccs1)N(Cc1cccs1)C(=O)Cn1nnc(-c2cccs2)n1 (stereo not given),-26,1,-2,-8,-0.3,2,8.0,-4.9,4,15
Cn1nc(OCC(=O)O)cc1C(F)(F)F,14,2,10,8,.,-10,0.0,-3.7,4,4
CCN(CC)S(=O)(=O)c1ccc(C(=O)OCn2nnc3ccccc3c2=O)cc1,10,11,2,-1,-0.7,-11,0.5,0.2,25,4
CC1(C)C(c2ccccc2)=NC(c2cccnc2)=[N+]1[O-],25,20,-8,6,23,4,-1.7,-3.4,12,10
O=C(NCc1ccccn1)C1CCN(S(=O)(=O)N2CCCC2)CC1,13,1,-2,3,-1.1,2,0.8,-0.9,-15,-4
CCc1ccc2oc(C(=O)NCCc3ccc(S(N)(=O)=O)cc3)cc(=O)c2c1,10,-1,-11,12,-3.1,2,4.1,-2.8,-11,14
CCc1cc(-c2onc(C)c2-c2cscn2)c(O)cc1OC,26,1,-7,-1,.,-1,-1.9,-3.4,31*,5
O=C1NN(c2cccc(Br)c2)C(=O)/C1=C\c1ccc(O)cc1,53*,-4,10,8,6.7,10,1.3,6.7,11,17
COc1ccc(N2CCN(C(=O)CSc3nc4[nH]ncc4c(=O)n3-c3cccc4ccccc34)CC2)cc1,1,1,5,9,.,-2,-1.9,-4.5,11,-7
Cn1c(=O)cc(N)n(Cc2ccccc2)c1=O,11,-2,4,0,-1.9,11,2.0,-1.3,-3,-3
Cc1ccc(S(=O)(=O)N(CC(=O)Nc2ccc(C)c(Cl)c2)C(=O)N2CCN(C)CC2)cc1,.,1,.,5,.,6,.,-4.2,1,-4
CCNC(=O)C1(C)CCCN(C(=O)c2cccc(C)c2C)C1 (stereo not given),.,3,.,.,-2.0,11,.,0.3,-8,11
COc1ccc(N2CC(C(=O)N3CCN(c4ccccc4F)CC3)CC2=O)cc1 (stereo not given),12,1,-2,8,-1.1,3,-1.0,0.1,-2,1
COc1ccc(NS(=O)(=O)c2ccc(NS(=O)(=O)c3cccc(C(=O)O)c3)cc2)cc1,30,-2,-3,-5,-5.3,-6,3.8,-2.6,1,1
O=C(Nc1ccon1)c1nc[nH]c1C(=O)N1CCN(c2ccccc2)CC1,.,2,3,4,6.9,1,1.1,-3.4,-1,0
CC1CN(c2oc(-c3ccco3)nc2C#N)CC(C)O1 (stereo not given),2,88*,8,5,-1.4,14,-4.4,1.9,-20,-1
CCn1c(=O)c2cc(C(=O)NCCOC)sc2c2ccccc21,.,51*,-5,8,-0.9,21,0.7,-0.1,-19,-15
O=C(CSc1ncnc2c1oc1ccccc12)NCC1CCCO1 (stereo not given),.,-2,0,1,0.7,8,2.2,-2.1,5,1
Cn1c(Nc2ccc(F)cc2)nc2cc(-c3ccsc3)sc2c1=O,.,-1,.,.,-2.3,27,.,-0.2,7,-1
CCOc1ccc2nc(SCC(=O)NCc3ccccc3)[nH]c2c1,-8,-1,4,6,-1.6,4,-1.2,-3.8,10,11
N#Cc1ccccc1OCC(=O)OCC(=O)NC1CC1,.,-1,-3,4,-0.8,7,1.7,-0.7,-4,-2
CCOc1ccc(C(CC(=O)O)NC(=O)C(CC)c2ccccc2)cc1 (stereo not given),0,2,-5,2,1.0,-11,-0.6,-2.7,-12,2
O=C(CCCCn1c(=O)[nH]c2ccsc2c1=O)NCc1ccc2c(c1)OCO2,-16,0,2,-4,12,4,0.3,-2.1,-5,-4
CC(C)COC(=O)N(C)C[C@@H]1OCc2cn(nn2)CCCC(=O)N([C@@H](C)CO)C[C@H]1C,.,-2,.,-14,-1.0&0.1&-1.9,8,.,0.7,-5,-3
# Going on with the list.
SMILES,DUSP3 inh,Mtb FBA inh,Rv3671c protease,MazF activator,Mtb BioA inh,GDH-TPI inh,Mtb UGM inh,FadD28 FP inh,CCHF vOTU inh,BoNT-F LC inh
CCOc1ccccc1Nc1nnc(SCc2ccc(C(=O)OC)o2)s1,19,2,1,3,.,23,-1.0,-0.1,-3,-3
Cc1ccc2nc(N3C(=O)C(O)=C(C(=O)c4cc5ccccc5o4)C3c3cccs3)sc2c1 (stereo not given),3,-1,-4,80*,-0.3,-4,1.2,-2.0,.,25
CC(C)CCNC(=O)c1c(N)n(Cc2ccc3c(c2)OCO3)c2nc3ccccc3nc12,18,3,-7,-2,.,1,-2.3,0.7,54*,1
CCOc1ccc(C(=O)NC2CC3CCCC(C2)N3CC(C)C)cc1 (stereo not given),-5,0,1,0,.,-3,1.8,2.3,-1,-2
CCOC(=O)C1C(=O)CC(C)(O)C(C(=O)OCC)C1c1cccc(OC(F)(F)C(F)F)c1 (stereo not given),8,0,4,-1,-0.7,-9,-0.1,-0.9,4,4
NC(=O)Cn1cnc2c(nnn2-c2cccc(Cl)c2)c1=O,5,2,.,2,0.3,-1,-1.0,-1.9,-9,0
O=C(O)c1cc(NS(=O)(=O)c2ccc(N3CCOCC3)c([N+](=O)[O-])c2)cc(C(=O)O)c1,12,-3,-19,6,.,2,-1.5,0.8,0,-3
c1ccc(-n2c(-c3ccco3)nnc2-c2ccco2)cc1,10,21,2,-2,-1.4,-1,-0.7,-1.2,-1,-10
CCCNC(=O)c1cc(C2CCCCN2S(=O)(=O)c2ccc(F)cc2F)on1 (stereo not given),.,-1,.,.,0.1,-9,.,-4.9,-7,3
Nc1c(/C=C2/C=CC(=O)C(O)=C2)c(=O)nc2sc(CC(=O)N3CCCC3)nn12,-18,-2,0,-21,-3.4,10,-5.4,0.4,-9,.
Cc1cc(NC(=O)CSc2nnc(-c3cccnc3)n2C)no1,14,3,-5,5,7.5,-15,-2.9,1.9,-11,6
CCOC(=O)c1ccc(S(=O)(=O)NNC(=O)COc2ccccc2C)cc1,-2,2,2,0,.,-4,-0.8,-4.6,-2,-15
CCOC(=O)N1CCN(C(=O)c2oc3ccc(S(=O)(=O)N4CCOCC4)cc3c2C)CC1,0,2,5,2,-1.4,4,0.3,-1.7,-5,-16
O=C(CCC(=O)c1cccs1)Nc1ccc(N2CCCCC2)cc1,-1,2,-9,-2,-2.2,6,-0.8,-1.8,-7,-6
CCC(C)(C)n1nnnc1C(c1ccc(O)cc1)N1CCc2ccccc2C1 (stereo not given),3,0,10,7,0.0,5,-0.7,-3.8,15,3
CCCCCCCc1nc2nc(C)c(Br)c(=O)n2[nH]1,17,-2,3,8,-0.3,3,5.0,-3.6,23,-6
COc1cccc(O)c1CN1CCC(C(=O)Nc2ccc(-c3cccc(C)c3)cc2)CC1,-35,1,-27,14,-1.6,3,0.9,0.2,-8,-32
N#CC1=C(Nc2ccccc2Cl)SC(c2ccncc2)NC1=O (stereo not given),.,2,.,.,.,.,.,-0.6,11,-1
O=C(CSCC(=O)N1CCCc2ccccc21)Nc1nc(-c2ccccc2)cs1,15,-1,-17,-2,-0.7,-5,3.9,-2.4,1,-10
NC(=O)c1cc([N+](=O)[O-])c(Cl)cc1NCc1ccncc1,.,-1,2,7,0.4,22,-2.3,-3.5,-4,-6
Cc1nc2ncccn2c1-c1csc(Nc2ccccc2)n1,8,5,2,1,.,1,0.2,0.0,-5,38*
O=C(N/N=C/c1ccc([N+](=O)[O-])cc1)C(=O)N1CCCC1,47,3,5,1,.,19,0.9,1.3,9,-8
Cc1noc(NS(=O)(=O)c2ccc(NC(=O)/C=C/c3ccc(C(C)C)cc3)cc2)c1C,13,6,-6,-7,0.3,14,3.1,26*,24,3
O=C(CSc1nc(NS(=O)(=O)c2ccccc2)cc(=O)[nH]1)Nc1ccccc1Cl,34,1,.,9,0.4,18,.,-2.2,-5,-7
C=C(C)COc1ccc(-c2ncncc2-c2ccccc2)c(O)c1,-2,7,-3,4,-1.8,12,-0.3,-0.4,0,-18
# Later entries
SMILES,DUSP3 inh,Mtb FBA inh,Rv3671c protease,MazF activator,Mtb BioA inh,GDH-TPI inh,Mtb UGM inh,FadD28 FP inh,CCHF vOTU inh,BoNT-F LC inh
CCN(CC)c1ccc(/C=N/N2CCN(Cc3ccc(Cl)cc3)CC2)c(O)c1,9,5,-2,0,.,4,-0.9,-2.2,-9,0
Cc1nc(-c2nnc(SCC(=O)Nc3ccc(Cl)cc3)n2C)cs1,12,-4,-2,-11,.,-12,-4.9,-4.1,-8,?
C[C@H](NC(=O)c1nc[nH]c1C(=O)NCCCCCN)C(=O)OC(C)(C)C,.,-2,-2,3,-1.1,12,-1.0,-3.0,3,1
CCCn1c2ccccc2c2cnn(CC(=O)N3CCN(C4CCCCC4)CC3)c(=O)c21,-17,1,4,4,-2.5,-5,-0.2,-3.5,.,-9
CCN1C(=NCCN2CCOCC2)N[C@@H](c2ccccc2)C(C(=O)OC)=C1C,-7,6,4,5,-0.1,9,-2.3,-0.4,1,-2
COc1ccc(C(=O)NC2CCc3ccccc32)cc1OC1CCN(C(C)=O)CC1 (stereo not given),14,-1,6,4,0.6,2,1.0,-0.2,8,-1
O=C(/C=C/c1ccco1)Nc1cccc(NC(=O)/C=C/c2ccco2)n1,11,5,-34,-1,.,26,-0.7,-11,25,-4
CCOc1ccc(-n2c(SCC(=O)NCc3ccco3)nnc2-c2c[nH]c3ccccc23)cc1,32,3,5,-4,-0.2,12,-1.9,-3.6,-4,-3
CCc1nnc(NC(=O)c2ccc3c(=O)n4c(nc3c2)CCCCC4)s1,33,7,-5,5,0.3,5,-1.2,0.2,0,-4
COc1ccc2c(c1OC)C(=O)N(c1cccc(/C=C/C(=O)O)c1)C2,.,5,0,0,0.8,-8,3.1,-5.0,5,-8
O=C(COC(=O)CC1c2ccccc2CCN1S(=O)(=O)c1ccc(F)cc1)Nc1ccccc1 (stereo not given),8,3,-16,2,.,1,-2.8,-0.2,9,-4
C/C(=N\NC(=O)c1cc(C(C)C)[nH]n1)c1ccco1,-10,1,-3,4,.,6,-1.7,-1.6,4,-4
CCOCCCNC(=O)c1ccc(CN2CCc3ccccc3C2)cc1,.,-5,.,-4,-0.1,0,.,-3.2,-15,-2
Cc1ccccc1-c1nc(S(=O)(=O)c2ccccc2)c(N2CCCC2)o1,.,-2,0,4,1.3,-2,1.3,0.5,-6,10
CCCc1nc2sc3c(c2c(=O)n1NC(=O)CCC(=O)O)CCCC3,-4,6,-2,-1,1.0,-5,0.7,-1.2,.,1
CCOC(=O)CSC1=C(C#N)C(C)C2=C(CCCC2=O)N1 (stereo not given),6,-2,9,1,3.5,5,0.0,-1.2,12,-9
CC(C)(C)NS(=O)(=O)c1ccc(CCC(=O)N2CCOCC2)cc1,-4,-5,-3,11,.,-1,0.5,0.1,-10,28
Cc1nn(C)c(C)c1S(=O)(=O)N1CCC(C(=O)NCCC2=CCCCC2)CC1,42,3,8,3,0.3,8,-1.2,-2.0,1,3
COc1ccc(N2C(=O)CS/C2=N\C(=S)Nc2ccccc2)cc1,-4,0,-11,15,-5.7,37*,-0.5,-0.3,5,?

# By substructure: the entries above with a COOH group
SMILES,DUSP3 inh,Mtb FBA inh,Rv3671c protease,MazF activator,Mtb BioA inh,GDH-TPI inh,Mtb UGM inh,FadD28 FP inh,CCHF vOTU inh,BoNT-F LC inh
Cn1nc(OCC(=O)O)cc1C(F)(F)F,14,2,10,8,.,-10,0.0,-3.7,4,4
COc1ccc(NS(=O)(=O)c2ccc(NS(=O)(=O)c3cccc(C(=O)O)c3)cc2)cc1,30,-2,-3,-5,-5.3,-6,3.8,-2.6,1,1
CCOc1ccc(C(CC(=O)O)NC(=O)C(CC)c2ccccc2)cc1 (stereo not given),0,2,-5,2,1.0,-11,-0.6,-2.7,-12,2
O=C(O)c1cc(NS(=O)(=O)c2ccc(N3CCOCC3)c([N+](=O)[O-])c2)cc(C(=O)O)c1,12,-3,-19,6,.,2,-1.5,0.8,0,-3
COc1ccc2c(c1OC)C(=O)N(c1cccc(/C=C/C(=O)O)c1)C2,.,5,0,0,0.8,-8,3.1,-5.0,5,-8
CCCc1nc2sc3c(c2c(=O)n1NC(=O)CCC(=O)O)CCCC3,-4,6,-2,-1,1.0,-5,0.7,-1.2,.,1
